tolC growth inh = blocks growth of E. coli BW25113 tolC mutant; growth inhibition, % at 10 µM (by protocol); OD615; AID 573; 65,000 compounds, 2.2% hits;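 active means growth inhibition at or above a cutoff equal to the mean over every tested compound plus 3 SD, cut at about 60% in these data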;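 further: growth measured after 20 h incubation at 37 °C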
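Test system: E. coli BW25113 ΔtolC::kan bacteria; incubation: 37 °C, 20 h exposure; medium: LB broth supplemented with 50 µg/mL kanamycin; read-out basis: percent growth inhibition; signal: A615 absorbance measurement; compound: 10 µM final, single dose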
NADH coupling = inhibitors of enzymes used to reach an NAD/NADH endpoint; coupled PK/LDH NADH assays, four targets; IC50, µM (highest dose often 10 µM), for the others: top-dose inhibition; 65,000 compounds, 0.02% hits; AID 774;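 active means single-dose screening hits from any of four coupled enzyme assays that gave an IC50 when retested across doses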;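 further: the DPM-DC format reads NADH fluorescence rather than 340 nm absorbance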
Autofluor 339 = intrinsic fluorescence of library compounds, ex339/em460 – biochemical, MLSMR library, data from DPM-DC assay, artefact control, profiling panel; compound autofluorescence, ex339/em460 nm, NADH buffer; stronger effect = higher value; 1 = no-compound wells, NADH background; fluorescence fold increase at 10 µM; 65,000 compounds, 5.5% hits; AID 709;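 active means at 10 µM, mean starting fluorescence two-fold or more over control wells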;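 further: signal is the first read of a kinetic run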
Active calls of the source: *.

SMILES	tolC growth inh	NADH coupling	Autofluor 339
O=C(c1ccccc1)c1ccc2n1CCC2C(=O)O (centres undefined)	-4.1	1.0%	1.06

Bioassay records from PubChem.

This is a subset (hit frequency here may not be typical).
